Rin1 Abl inh – inhibitors of Rin1-Abl protein binding, primary screen, biochemical, TR-FRET; Tyrosine-protein kinase ABL1 (Homo sapiens) + Ras and Rab interactor 1 (Homo sapiens), …; inhibition, % at 7.35 µM; 360,000 tested, 0.4% active; in the data active = inhibition above about 5%, passing the limit was not always enough
Tb MetRS inh – T. brucei MetRS inhibitors, primary screen, biochemical, luminescence. purified T. brucei MetRS, ATP depletion, Kinase-Glo luminescence. inhibition, % at 11.9 µM. 360,000 tested, 0.4% active. AID 624268, 2012;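 active = inhibition above a per-plate cutoff of the control wells' mean inhibition plus 3 SD, cut at about 5.5% in these data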;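 note: 0% = DMSO wells median and 100% = median of wells with control inhibitor compound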
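Material: T. brucei methionyl-tRNA synthetase, purified; reagent: substrates ATP, L-methionine and bulk Escherichia coli tRNA; dosing: 11.9 µM single point; timing: 15 min plus 2 h at 25 °C; detection: luminescence of leftover ATP; evaluation: % inhibition; control set: DMSO-only wells as low control; replicates: singlicate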
E coli Lon inh – inhibitors of E. coli Lon protease, primary screen, biochemical, fluorescence polarization; P0A9M0; purified E. coli Lon protease; inhibition, % at 7.94 µM; AID 602123, 2011; 360,000 tested, 0.42% active; in the data active = inhibition above about 13%, passing the limit was not always enough;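 note: 0% = enzyme with probe and DMSO and 100% = no enzyme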
Neddylation inh – inhibitors of cullin neddylation, primary screen, biochemical, TR-FRET, uHTS, NAE and Ubc12; NEDD8-conjugating enzyme Ubc12 (Homo sapiens) + NEDD8-activating enzyme E1 regulatory …; calls only at 25 µM; 360,000 tested, 0.58% active; in the data active = inhibition above about 36%
MsrA act – bovine MsrA enzyme activators, primary screen, biochemical, absorbance, HTS; Methionine sulfoxide reductase A (Bos taurus); purified bovine MsrA, absorbance read-out; activation, % at 10.6 µM; 360,000 tested, 0.3% active; AID 602163, 2012; in the data active = activation above about 7.5%;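 note: 0% = vehicle and 100% = reference activator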
MLLE-PAM2 inh – inhibitors of PABP1 MLLE–PAM2 peptide binding, primary screen, biochemical, fluorescence polarization, FITC-PAM2, GST-MLLE. inhibition, % at 20 µM. 360,000 tested, 0.36% active. AID 588489, 2011; in the data active = inhibition above about 35%, passing the limit was not always enough;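 note: plate controls were DMSO wells with GST-MLLE for no effect and wells lacking GST-MLLE protein for full effect; some results filed as inactive read as strong as hits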
FAS TE block – FAS thioesterase domain inhibitors, primary screen, biochemical, fluorescence intensity, uHTS; recombinant FAS-TE, OMFH fluorogenic substrate, fluorescence endpoint; inhibition, % at 15 µM; 360,000 tested, 0.67% active; AID 602261, 2012;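 active = compounds whose normalised, plate-corrected inhibition of enzyme fluorescence in the single-dose primary screen is 50% or more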;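 note: 0% = DMSO with enzyme and 100% = substrate without enzyme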
Target sequence (P49327 whole entry, looked up, the tested form may be a part): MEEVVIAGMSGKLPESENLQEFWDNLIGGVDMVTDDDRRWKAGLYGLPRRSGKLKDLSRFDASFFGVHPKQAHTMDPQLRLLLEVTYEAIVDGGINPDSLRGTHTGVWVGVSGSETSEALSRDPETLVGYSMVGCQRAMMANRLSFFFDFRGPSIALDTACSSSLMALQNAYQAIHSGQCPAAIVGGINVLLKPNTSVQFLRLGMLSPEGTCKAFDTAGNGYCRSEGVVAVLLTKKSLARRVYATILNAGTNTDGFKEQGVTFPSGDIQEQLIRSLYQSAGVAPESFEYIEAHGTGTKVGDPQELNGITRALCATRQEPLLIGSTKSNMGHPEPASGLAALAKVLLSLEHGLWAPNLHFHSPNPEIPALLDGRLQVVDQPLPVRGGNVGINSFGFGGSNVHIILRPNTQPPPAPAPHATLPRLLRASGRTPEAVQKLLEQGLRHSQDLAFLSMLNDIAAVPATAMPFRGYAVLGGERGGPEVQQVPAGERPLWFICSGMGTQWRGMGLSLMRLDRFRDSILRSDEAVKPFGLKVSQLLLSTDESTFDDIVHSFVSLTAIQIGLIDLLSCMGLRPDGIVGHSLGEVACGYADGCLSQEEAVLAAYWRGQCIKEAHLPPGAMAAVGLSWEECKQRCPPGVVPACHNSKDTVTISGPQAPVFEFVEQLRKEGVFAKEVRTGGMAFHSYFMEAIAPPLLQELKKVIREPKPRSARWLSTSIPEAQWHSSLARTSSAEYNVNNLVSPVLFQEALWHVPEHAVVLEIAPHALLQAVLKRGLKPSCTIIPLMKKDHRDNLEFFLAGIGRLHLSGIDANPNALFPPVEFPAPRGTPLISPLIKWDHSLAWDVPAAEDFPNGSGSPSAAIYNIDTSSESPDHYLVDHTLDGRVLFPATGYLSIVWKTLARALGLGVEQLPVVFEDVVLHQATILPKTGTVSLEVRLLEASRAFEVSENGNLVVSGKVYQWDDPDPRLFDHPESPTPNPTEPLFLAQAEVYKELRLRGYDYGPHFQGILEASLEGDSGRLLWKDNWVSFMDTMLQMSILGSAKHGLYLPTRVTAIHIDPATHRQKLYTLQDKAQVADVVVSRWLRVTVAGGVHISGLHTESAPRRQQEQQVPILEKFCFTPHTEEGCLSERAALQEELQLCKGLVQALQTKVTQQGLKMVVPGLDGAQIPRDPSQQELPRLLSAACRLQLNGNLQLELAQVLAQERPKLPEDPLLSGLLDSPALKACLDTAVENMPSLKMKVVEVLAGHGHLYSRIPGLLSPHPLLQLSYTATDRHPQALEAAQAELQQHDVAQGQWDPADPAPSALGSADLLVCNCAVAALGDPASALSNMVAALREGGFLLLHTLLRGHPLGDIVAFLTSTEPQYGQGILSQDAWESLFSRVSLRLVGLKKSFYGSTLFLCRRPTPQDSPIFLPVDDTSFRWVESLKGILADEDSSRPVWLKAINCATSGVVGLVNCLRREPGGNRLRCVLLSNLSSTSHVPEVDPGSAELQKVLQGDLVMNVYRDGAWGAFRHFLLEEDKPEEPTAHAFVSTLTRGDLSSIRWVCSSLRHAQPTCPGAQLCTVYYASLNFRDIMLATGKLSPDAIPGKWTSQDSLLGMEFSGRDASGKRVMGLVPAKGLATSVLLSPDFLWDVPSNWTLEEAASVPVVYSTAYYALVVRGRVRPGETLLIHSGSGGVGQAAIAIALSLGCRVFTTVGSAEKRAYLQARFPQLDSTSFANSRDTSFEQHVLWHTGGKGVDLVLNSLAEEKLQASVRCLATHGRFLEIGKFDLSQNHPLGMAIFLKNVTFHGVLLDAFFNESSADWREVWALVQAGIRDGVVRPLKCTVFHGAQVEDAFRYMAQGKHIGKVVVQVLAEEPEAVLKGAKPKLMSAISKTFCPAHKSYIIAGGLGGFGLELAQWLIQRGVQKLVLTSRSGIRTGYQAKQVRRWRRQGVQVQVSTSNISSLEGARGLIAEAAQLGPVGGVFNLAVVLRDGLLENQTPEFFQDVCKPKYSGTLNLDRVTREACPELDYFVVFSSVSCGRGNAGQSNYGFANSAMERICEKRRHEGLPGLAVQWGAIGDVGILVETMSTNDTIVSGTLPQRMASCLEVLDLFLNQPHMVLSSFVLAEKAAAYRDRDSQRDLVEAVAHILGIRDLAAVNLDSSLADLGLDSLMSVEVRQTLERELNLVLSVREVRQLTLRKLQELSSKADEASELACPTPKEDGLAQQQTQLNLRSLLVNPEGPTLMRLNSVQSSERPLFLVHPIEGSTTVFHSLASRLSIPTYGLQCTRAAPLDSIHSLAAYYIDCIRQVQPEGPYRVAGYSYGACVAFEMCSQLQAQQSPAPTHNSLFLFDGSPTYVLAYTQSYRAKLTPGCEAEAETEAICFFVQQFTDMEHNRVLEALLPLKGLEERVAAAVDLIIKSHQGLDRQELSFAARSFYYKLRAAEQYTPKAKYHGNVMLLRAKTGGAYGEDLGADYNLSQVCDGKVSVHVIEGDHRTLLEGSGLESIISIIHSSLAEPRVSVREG
CSN inh – inhibitors of CSN-mediated cullin deneddylation, primary screen, biochemical, fluorescence polarization, uHTS. inhibition, % at 12.5 µM. 360,000 tested, 0.38% active. Purified CSN, SCF-Nedd8-OG deneddylation. AID 651999, 2013. COP9 signalosome complex subunit 5 (Homo sapiens), Q92905;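 active = pattern-corrected inhibition above about 35%, with an unprinted fluorescence ratio check between 0.5 and 1.5, limit read from the data, passing the limit was not always enough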;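 note: 0% = enzyme with substrate and 100% = substrate without enzyme; some results filed as inactive read as strong as hits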
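Material: human Csn5 produced in HEK293T cells; Input: enzyme 0.24 nM; Reagent: SCFSkp2-Nedd8OG substrate at 10 nM final; Dosing: 12.5 µM compound; Incubation: 90 min reaction at room temperature; Detection: fluorescence polarization of the substrate; Evaluation: % inhibition of substrate cleavage by Csn5; Control set: substrate-only high control, full reaction low control.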
MsrA inhibitor – bovine MsrA enzyme inhibitors, primary screen, biochemical, absorbance, HTS | AID 651718, 2012 | Methionine sulfoxide reductase A (Bos taurus) | inhibition, % at 15.5 µM | 360,000 tested, 0.75% active | purified bovine MsrA, absorbance read-out; in the data active = inhibition above about 4.5%;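 note: 0% = vehicle wells with enzyme and 100% = reference inhibitor wells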
The depositor's hits bear a star; i = inactive; nt = not tested or not shown; + = active, no number.

Values run as follows: Tb MetRS inh, MsrA inhibitor, Neddylation inh, E coli Lon inh, MLLE-PAM2 inh, Rin1 Abl inh, MsrA act, CSN inh, FAS TE block
#1 O=C(O)c1ccccc1C(=O)N1CCN(c2cccc(Cl)c2)CC1
    -0.6, -1.1, i, 4, -3, -1, -4, -1, -9
#2 Nc1nc2n[nH]nc2c(=O)[nH]1
    -0.3, -0.6, i, 1, -20, 0, -2, 0, -7
#3 COCCNC(=O)[C@H](C)[C@H]1C[C@]1(C)[C@H](NC(=O)OCc1ccccc1)c1ccccc1
    -0.3, -1.0, i, 0, 6, 2, 0, -6, -4
#4 O=[N+]([O-])c1ccc(OCCOCCOc2ccc([N+](=O)[O-])cc2)cc1
    0.1, -1.0, i, 0, 1, -2, -2, -2, 12
#5 CCOC(=O)c1cnc2nc(SCc3ccccc3Cl)[nH]n2c1=O
    0.0, -0.3, +, 0, -11, -1, -4, -3, -5
#6 COc1cc(/C=C2\C=CC(=O)O2)cc(OC)c1
    -0.4, 3.7, i, -72, -33, 0, -2, 14, -5
#7 COc1ccc(S(=O)(=O)Nc2cccc(-c3ccc4nncn4n3)c2)cc1F
    -0.6, 0.1, i, -16, -2, -1, -4, 3, 8
#8 CCCCCn1cnc2sc(-c3ccccc3)cc2c1=O
    -0.3, 0.8, i, 6, 0, -2, 1, -3, 12
#9 Cc1cc(C)c(S(=O)(=O)NNC(=O)C2CCN(Cc3ccccc3)CC2)c(C)c1
    -1.1, -0.4, i, -1, -2, 1, 2, -1, -6
#10 O=C(NNC(=O)c1cc(-c2ccncc2)nc2ccccc12)c1ccccc1F
    -0.2, 0.5, i, -3, -2, 0, -1, 1, -7
#11 O=C(CSc1nnc(CN2CCOCC2)n1-c1ccccc1)Nc1ccc(Cl)cc1
    -0.9, -0.1, i, -4, 4, -1, -1, -1, -7
#12 CCOC(=O)CN1C(=O)N[C@H](c2ccc(Br)cc2)C(C(C)=O)=C1C
    0.1, -0.5, i, 5, 2, 1, -4, 5, -2
#13 COc1cc(CNC(=O)C2CCCN2S(=O)(=O)c2ccccc2)cc(OC)c1OC (stereo not drawn)
    -1.1, -0.2, i, -4, 4, 5, -4, 5, -1
#14 CCOC(=O)N1CCC(NC(=O)C2CCN(C(=O)c3cc4sccc4n3CC)CC2)CC1
    -0.2, -0.7, i, 11, 3, -4, -3, 3, -2
#15 O=C(O)[C@H](Cc1ccccc1)NC(=O)N1CCOCC1
    0.5, -1.0, i, 5, 3, -4, 5, 3, -3
#16 CCCCN(C)C(=O)C1CCN(c2ccc(S(=O)(=O)N3CCOCC3)cc2[N+](=O)[O-])CC1
    -0.4, -0.8, i, 7, 1, 0, -3, 0, -20
#17 COc1cc(CN2CCC(n3nccc3NC(=O)CCCc3ccccc3)CC2)ccc1F
    0.0, -0.8, i, -3, 10, -1, 3, -5, 3
#18 CSc1ccccc1OCc1cc(C(=O)N2CCSCC2)no1
    -0.4, 0.6, i, 7, 8, 3, -6, -3, 8
#19 CC[n+]1c(/C=C/Nc2ccccc2)oc2ccc(OC)cc21
    -0.6, 2.5, i, -29, -60, 5, 0, 12, -9
#20 CNC(=S)N1CCN=C1Nc1nc(C)cc(C)n1
    -0.8, -1.2, i, 0, -90, 4, -3, 108, -6
#21 COC(=O)c1ccccc1NC(=O)CSc1nc(O)c(-c2ccccc2)c(=O)[nH]1
    -0.3, 0.4, i, 5, 1, -1, -3, 0, -3
#22 COc1ccccc1NC(=S)NN1CCN(C)CC1
    -1.0, 0.3, i, 2, 22, -2, 5, 0, -11
#23 CC(C)C[C@H](NC(=O)c1[nH]cnc1C(=O)Nc1ccccc1F)C(=O)OC(C)(C)C
    -0.3, -1.1, i, -11, 4, 3, 1, 1, 21
#24 CCC(C)c1ccccc1NC(=O)COC(=O)c1ccc(N2CCCC2)c([N+](=O)[O-])c1 (stereo not drawn)
    -1.3, -0.2, i, 1, -2, -2, -8, -3, 23
#25 O=C(NCc1ccncc1)[C@@H]1CCCN1C(=O)[C@@H]1CCCN1
    -0.5, -0.7, i, -3, nt, nt, -2, -1, -11
#26 Cc1ccc(S(=O)(=O)N(C)CC(=O)O/N=C(\N)c2cccc(Br)c2)cc1
    -0.7, -0.6, i, -5, -15, 2, -7, -3, 11
#27 Cc1cnc(C(=O)N(c2ccccc2)C(c2ccccc2)c2nc3ccccc3[nH]2)cn1 (stereo not drawn)
    -0.7, 0.2, i, -13, -11, 2, 4, 3, -5
#28 O=C(CCc1ccccc1)N=C1SC2CS(=O)(=O)CC2N1c1ccccc1F (stereo not drawn)
    0.2, -1.6, i, -5, 6, -2, -3, -2, 0
#29 N#C/C(=C\c1ccc(-c2cccc(C(F)(F)F)c2)o1)C(=O)Nn1cnnc1
    -0.5, 4.8*, i, -10, -7, -4, -7, 0, -3
#30 COc1cccc(NC(=O)COC(=O)CCCC2=NS(=O)(=O)c3ccccc3N2)c1
    -0.1, -0.1, i, -4, 5, 3, -3, -1, 1
#31 O=C(NCc1ccc(F)cc1)C1CCCN1C(=O)Nc1ccccc1 (stereo not drawn)
    -0.7, -1.4, i, -6, 4, 0, -5, -1, -4
#32 COC(=O)c1sccc1NS(=O)(=O)c1ccc(F)cc1F
    -0.2, -0.4, i, -7, 8, 0, -8, 2, -3
#33 COC(=O)[C@H](Cc1ccccc1)NC(=O)/C=C/[C@H]1O[C@@H](n2cc(C)c(=O)[nH]c2=O)C[C@@H]1O
    -0.7, 1.9, i, 5, 14, 2, -3, 2, -3
#34 Cc1c(C(=O)N2CCOCC2)oc2c1C(=O)CC(C)(C)C2
    -1.6, -1.4, i, 4, 2, -1, -17, -3, -4
#35 COc1ccc(Br)cc1CNC(=O)CCc1nc(-c2ccccc2F)no1
    0.4, -0.8, i, -2, 4, 2, -1, 1, 9
#36 O=C(C1CC1)N1N=C(c2ccc(Br)cc2)CC1(O)C(F)(F)F (stereo not drawn)
    -1.4, 0.5, i, -8, 5, -1, -8, 3, 4
#37 CCn1cc(CN2CCC(n3nccc3NC(=O)c3cccc(F)c3)CC2)c(C)n1
    -0.5, 0.3, i, 5, 25, -1, -7, 1, -7
#38 O=C(O)C(=Cc1ccccc1[N+](=O)[O-])c1ccccc1
    -0.3, 1.9, i, -7, -7, 1, -8, 1, -7
#39 CN1C(=O)N(C)C(c2ccccc2Cl)C2=C1CC(C)(C)CC2=O (stereo not drawn)
    0.3, 0.2, i, 6, 5, 0, -3, -6, -4
#40 COc1ccccc1CNC(=O)Cn1c(=O)c2cccn2c2cccnc21
    -1.2, 0.6, i, 5, -2, 0, -8, 4, 0
#41 CN(C(=O)CSc1nnc(-c2ccccc2F)n1N)C1CCCCC1
    0.6, 0.0, i, 4, 5, -2, -3, 3, -3
#42 O=C(CSc1nncn1-c1ccccc1)Nc1ccc(F)cc1F
    -0.2, -0.2, i, -2, 10, 2, -2, 2, -3
#43 CCc1ccc(OS(=O)(=O)c2cn(C)c(=O)n(C)c2=O)cc1
    0.2, -0.1, i, 6, 41*, 1, 3, 3, -1
#44 COC(=O)c1c(NC(=O)c2ccccc2)sc2c1CC(C)(C)OC2
    -1.4, 0.2, nt, -8, 7, 2, -4, 1, 24
#45 N#Cc1cccnc1N1CCN(C(=O)c2cccc3c2C(=O)c2ccc(Cl)cc2S3(=O)=O)CC1
    0.1, 2.2, i, 2, 12, 2, -2, 4, 26
#46 CC/C(C)=C1\SC(N2CCN(c3cccc(C(F)(F)F)c3)CC2)=NC1=O
    -0.9, 0.1, i, -10, -8, -3, -3, -3, 9
#47 O=C(Nc1ccc(S(=O)(=O)Nc2ccccc2)cc1)c1ccc(CN2CCOCC2)cc1
    -0.1, 0.6, i, 4, 1, 4, -4, 6, 1
#48 O=C(O)Cn1nnnc1SCC(=O)Nc1ccc(F)cc1F
    0.2, 0.2, i, 0, -9, 4, -1, -5, -4
#49 CCOC(=O)CS(=O)(=O)c1ccc(O)cc1
    -0.7, 0.9, i, -3, 3, 6, -9, -12, -5
#50 CC(Sc1nc(-c2ccccc2)c(-c2ccccc2)[nH]1)C(=O)NCC1CCCO1 (stereo not drawn)
    -0.4, -1.1, nt, 6, -86, -5, 0, -2, -1
#51 Cc1c(C(=O)N(Cc2nccn2C)C(C)C)oc2c(F)cccc12
    0.1, -0.2, i, 0, -5, 1, -2, 6, -7
#52 CN(C)c1ccc(C(=O)Nc2cccc(S(=O)(=O)NC3=NCCCCC3)c2)cc1
    -0.4, 3.2, i, -4, 13, 3, -5, 2, -2
#53 CCCOC1CCCN(C(=O)CCCn2nnnc2CN2CCOCC2)C1 (stereo not drawn)
    -0.5, -0.8, i, -7, 6, 5, -6, -1, -3

Three compounds already listed, ordered by number of heavy atoms, descending.
Values run as follows: Tb MetRS inh, MsrA inhibitor, Neddylation inh, E coli Lon inh, MLLE-PAM2 inh, Rin1 Abl inh, MsrA act, CSN inh, FAS TE block
#52 CN(C)c1ccc(C(=O)Nc2cccc(S(=O)(=O)NC3=NCCCCC3)c2)cc1
    -0.4, 3.2, i, -4, 13, 3, -5, 2, -2
#51 Cc1c(C(=O)N(Cc2nccn2C)C(C)C)oc2c(F)cccc12
    0.1, -0.2, i, 0, -5, 1, -2, 6, -7
#49 CCOC(=O)CS(=O)(=O)c1ccc(O)cc1
    -0.7, 0.9, i, -3, 3, 6, -9, -12, -5

Another view of 2 compounds above:
no.	structure	Tb MetRS inh	MsrA inhibitor	Neddylation inh	E coli Lon inh	MLLE-PAM2 inh	Rin1 Abl inh	MsrA act	CSN inh	FAS TE block
6	COc1cc(/C=C2\C=CC(=O)O2)cc(OC)c1	-0.4	3.7	i	-72	-33	0	-2	14	-5
7	COc1ccc(S(=O)(=O)Nc2cccc(-c3ccc4nncn4n3)c2)cc1F	-0.6	0.1	i	-16	-2	-1	-4	3	8
